Screens as filed in PubChem BioAssay.
APP 5UTR inh = APP translation inhibition; SH-SY5Y APP 5'UTR-luciferase reporter, luminescence; inhibition, % at 2 µM; hit rate 0.82% among 190,000;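 active = inhibition above a set limit, derived from the sample mean plus 3 SD, cut at about 45% in these data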; note: values of inactives mirror those of a sister screen read the other way
bIAP inh = blocks bovine intestinal alkaline phosphatase activity; AID 1019; purified bovine IAP, CDP-star luminescence, 30 min; 190,000 tested, under 10 active; inhibition, % at 20 µM;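 active = over 50% inhibition of intestinal alkaline phosphatase at 20 µM in the single-dose screen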
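Assay system – bovine IAP enzyme · Quantity – bovine IAP at 1/65,000,000 final dilution · Detection – CDP-star luminescence signal · Times – 30 min reaction at room temperature · Also added – CDP-star substrate at 30 µM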
FLuc inh counter = counter-screen for luciferase assay inhibitors: firefly luciferase inhibition. P08659. ATPLite firefly luciferase biochemical luminescence, 10 min. inhibition, % at 10 µM. hit rate 1.5% among 200,000;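 active = inhibition above about 50% when tested at 10 µM, limit read from the data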
Target sequence (P08659 whole entry, looked up): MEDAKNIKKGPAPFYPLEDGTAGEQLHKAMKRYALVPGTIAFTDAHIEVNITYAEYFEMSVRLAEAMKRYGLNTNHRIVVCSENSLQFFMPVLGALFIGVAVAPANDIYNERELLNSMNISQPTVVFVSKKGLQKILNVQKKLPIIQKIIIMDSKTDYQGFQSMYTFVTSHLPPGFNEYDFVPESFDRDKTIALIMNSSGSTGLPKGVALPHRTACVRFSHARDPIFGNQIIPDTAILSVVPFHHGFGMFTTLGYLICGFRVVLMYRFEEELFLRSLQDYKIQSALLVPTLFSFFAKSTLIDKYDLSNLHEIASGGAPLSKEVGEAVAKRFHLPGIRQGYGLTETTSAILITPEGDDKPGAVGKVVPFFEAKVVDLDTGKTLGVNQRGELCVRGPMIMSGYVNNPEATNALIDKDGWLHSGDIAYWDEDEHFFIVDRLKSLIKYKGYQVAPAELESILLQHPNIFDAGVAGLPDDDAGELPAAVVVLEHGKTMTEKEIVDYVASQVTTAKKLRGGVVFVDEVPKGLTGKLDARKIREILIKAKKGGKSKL
L major viab = Leishmania major promastigote growth inhibition; Leishmania major promastigotes, resazurin fluorescence viability; inhibition, % at 10 µM; hit rate 9% among 200,000; AID 1063; in the data active = inhibition above about 50%;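 note: promastigotes grown with compound for 44 hours at 28 °C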
FLuc stim CS = firefly luciferase counter-screen for stimulation assays; ATPlite luciferase biochemical, luminescence, 10 min; 0 = ATP-free wells, 1 = DMSO control; activation factor at 10 µM; P08659; 200,000 tested, under 10 active;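 active = luciferase activation factor, scaled between plate controls, of at least 2 with compound at 10 µM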
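assay system = Luciferase/luciferin detection reagent, cell-free biochemical luciferase assay | also added = ATP substrate | times = 10 min post-reagent at room temperature | measured by = luminescence from luciferase reaction | measure = luciferase activation, seen as luminescence increase over controls | benchmarks = low control with PBS replacing ATP, high control enzyme plus ATP without compound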
TNAP inh hi DEA = TNAP (human) inhibition, high acceptor; P05186; purified TNAP, CDP-star luminescence, 1 M DEA; hit rate 0.03% among 200,000; inhibition, % at 20 µM;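 active = over 50% inhibition of tissue-nonspecific alkaline phosphatase at 20 µM in the single-dose screen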;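 note: plate controls were DMSO wells for no effect and EDTA-quenched wells as full inhibition for full effect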
Target sequence (P05186 whole entry, looked up): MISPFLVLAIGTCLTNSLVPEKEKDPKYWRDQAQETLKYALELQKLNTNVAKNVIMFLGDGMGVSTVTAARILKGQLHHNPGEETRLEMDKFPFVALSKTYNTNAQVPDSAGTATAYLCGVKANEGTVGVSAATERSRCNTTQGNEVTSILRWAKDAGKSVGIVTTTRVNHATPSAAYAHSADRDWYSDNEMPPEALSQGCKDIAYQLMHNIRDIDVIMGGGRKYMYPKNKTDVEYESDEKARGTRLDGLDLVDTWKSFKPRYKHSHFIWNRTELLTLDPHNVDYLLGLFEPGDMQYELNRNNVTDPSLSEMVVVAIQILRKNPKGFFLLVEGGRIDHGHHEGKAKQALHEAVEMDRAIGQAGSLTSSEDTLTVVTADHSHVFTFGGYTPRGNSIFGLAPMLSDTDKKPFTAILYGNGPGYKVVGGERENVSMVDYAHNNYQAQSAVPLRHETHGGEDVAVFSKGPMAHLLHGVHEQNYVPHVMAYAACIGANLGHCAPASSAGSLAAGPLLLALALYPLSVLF
bIAP activator = increases bovine intestinal alkaline phosphatase activity | purified bovine IAP, CDP-star luminescence, 30 min; stronger effect = higher value; fold of DMSO-control signal, blank-subtracted | activation factor at 20 µM | hit rate 0.17% among 200,000 | AID 1016;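 active = activation factor of 2 or more at 20 µM, a signal rise over negative controls twice the positive control's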
TNAP act hi DEA = TNAP (human) activation, high acceptor | P05186 | 200,000 tested, under 10 active | activation factor at 20 µM | AID 1136 | purified TNAP, CDP-star luminescence, 1 M DEA, 30 min; stronger effect = higher value; 0 = EDTA background, 1 = DMSO-only activity;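 active = activation factor at least 2 at 20 µM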
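Assay system: human TNAP; Input: enzyme diluted 1/800 final; Reagent: CDP-star luminogenic substrate at 100 µM final; Timing: 30 min, room temperature; Signal: luminescence; Evaluation: TNAP activation factor scaled between EDTA and DMSO control wells.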
TNAP inh no acc = blocks human TNAP activity with no phosphate acceptor present; P05186; purified TNAP, CDP-star luminescence, 30 min; inhibition, % at 20 µM; hit rate 0.26% among 200,000;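 active = tissue-nonspecific alkaline phosphatase inhibition above about 50% at 20 µM in the single-dose screen, limit read from the data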;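 note: 0% = DMSO negative control and 100% = EDTA positive control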
RAM inhibit = yeast RAM network inhibition | inhibition, % at 50 µM | S. cerevisiae dse1pr::URA3 reporter, 5-FOA growth OD615, 2 d; analog-sensitive cbk1-as2 kinase mutant strain | hit rate 1.8% among 190,000;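 active = inhibition above a set limit, 3 SD over mean compound inhibition, cut at about 8.4% in these data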;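 note: 0% = DMSO-only wells with no growth and 100% = 10 µM 1-NA-PP1 full growth; inhibition rescues growth on 5-FOA so higher OD means more RAM inhibition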
* = called active by the depositor; . = not tested or not shown. Rows were taken by chance; about 13% have a hit in one of these screens.

The line under a structure holds: APP 5UTR inh	bIAP inh	FLuc inh counter	L major viab	FLuc stim CS	TNAP inh hi DEA	bIAP activator	TNAP act hi DEA	TNAP inh no acc	RAM inhibit
COCCCNC(=O)Cn1nnc(-c2ccc(NC(=O)c3cccnc3)cc2)n1
    -8	-8	-4	-5	1	-4	1.1	1	-13	-0.1
O=C(c1cc(-c2ccco2)nn1-c1cccc(Cl)c1)N1CCCCC1
    -7	2	-3	15	1	5	1	0.9	1	4.7
O=C(Nc1ccccc1N1CCN(C(=O)c2ccc(Cl)cc2)CC1)c1ccc(Br)cc1
    -1	16	-1	33	1	-4	0.8	1	-11	2.4
CCC(CC)NC(=O)CSc1nnc(-c2c[nH]c3ccccc23)o1
    -6	-7	-4	7	1	-4	1.1	1	-9	2.4
CCCN=C(Nc1ccc(Cl)cc1)c1cccnc1
    0	-5	-5	0	1.1	-4	1	1	1	-0.8
COC(=O)CSc1nc2nc(C)cc(C)n2n1
    7	7	-5	-9	1.1	0	0.9	1	-6	1.5
Cc1ccc(-c2nc(C3CCCN(S(=O)(=O)c4ccc(C)cc4)C3)no2)cc1 (stereo not given)
    .	5	-6	14	1.1	-10	0.9	1.1	-15	5.2
CC1CN(CCCCOc2ccc(F)cc2)CC(C)O1 (stereo not given)
    1	-4	-9	85*	1.1	-6	1	1.1	3	0.1
COC(=O)/C=C1/N/C(=N\c2nc(C)cc(C)n2)N(c2ccccc2)C1=O
    13	12	-2	3	1	-4	0.9	1	-11	1.7
COc1ccccc1CNS(=O)(=O)c1cccc(S(=O)(=O)N2CCOCC2)c1
    14	12	-7	-3	1.1	-2	0.9	1	11	1.6
COc1ccc(NC(=O)CO/N=C(\C)c2cccs2)cc1
    -5	-11	-6	-2	1.1	-3	1.1	1	-3	0.5
COc1ccc(C(=O)Nc2ccc(-n3nncc3C(C)(C)C)cc2)cc1
    -18	-9	-5	0	1.1	0	1.1	1	-8	0.1
CCCCOc1ccccc1C(=O)NCC(=O)O
    10	5	-7	-3	1.1	-8	0.9	1.1	-11	0.3
CCC(=O)Nc1c2c(nn1-c1ccccc1C)CSC2
    17	-6	-1	-2	1	-1	1.1	1	-10	2.6
O=C(O)c1cccc(-n2c(-c3cnccn3)n[nH]c2=S)c1
    -10	-8	-1	-7	1	-6	1.1	1.1	0	1.4
CCCC[n+]1ccn(C2=C([O-])c3ccccc3C(=O)/C2=N\S(=O)(=O)c2ccccc2)c1
    -1	18	-3	38	1	8	0.8	0.9	7	-0.4
CN(Cc1cn(C)nc1-c1cccc(Cl)c1)C1CCOCC1
    10	4	0	-4	1	-2	1	1	-6	1.0
COc1cc(C(=O)NCc2ccccc2)ccc1OC(F)F
    -1	22	-5	-4	1.1	1	0.8	1	0	-0.6
N#Cc1c(NCCN)nc(-c2ccco2)c2c1CCCC2
    10	10	-6	100*	1.1	-8	0.9	1.1	-16	0.0
COc1cc(S(=O)(=O)N2CCCCCC2)c(OC)cc1Br
    4	9	-6	15	1.1	-6	0.9	1.1	-12	0.0
COCC(=O)N1CCCN(c2nc3c(C)cccc3cc2C#N)CC1
    12	-20	-6	0	1.1	4	1.2	1	7	0.7
COCCNC(=O)C1(C)Oc2ccccc2NC1=O (stereo not given)
    -5	-1	-6	-4	1.1	2	1	1	-8	4.0
CCCn1c(=N)c(C#N)cc2c(=O)n3ccccc3nc21
    -4	18	1	20	1	1	0.8	1	-7	-0.7
Cc1oc(-c2cccs2)nc1CS(=O)CC(=O)NCCc1ccccc1 (stereo not given)
    3	4	-7	-11	1.1	-7	1	1.1	-7	6.3
S=c1[nH]nc(-c2ccco2)n1/N=C/C=C/c1ccco1
    7	7	-1	8	1	2	0.9	1	13	2.5
O=C(NC1CCCC1)C1CC1c1ccccc1 (stereo not given)
    -4	-2	-7	-2	1.1	-4	1	1	3	2.2
CC1(C)Cc2nc3sc4c(=O)[nH]cnc4c3cc2CS1
    4	7	15	4	0.9	1	0.9	1	-4	2.9
COc1ccc(/C=C(/NC(=O)c2ccccc2)C(=O)N/N=C/c2ccc3c(c2)OCO3)cc1OC
    -11	2	-2	-1	1	-2	1	1	-7	0.4
COc1cccc(NC(=S)NC2CC3CCCC(C2)N3C2CCCC2)c1 (stereo not given)
    2	-22	-7	38	1.1	-8	1.2	1.1	-28	1.5
COc1ccc(/C=C2\N=C(c3c(-c4ccccc4)noc3C)OC2=O)cc1OC
    -22	8	-8	-3	1.1	-3	0.9	1	-4	4.5
COc1ccccc1CNC(=O)c1ccc(SC)cc1OC
    6	10	-5	67*	1	-3	0.9	1	-12	0.8
Cc1ccc(NC(=O)c2ccn(C)n2)c(Br)c1
    -142	-1	47	-8	0.5	-3	1	1	-12	2.2
O=C1CN(C(=O)CNC(=O)c2cccc(Cl)c2)c2ccccc2N1
    3	6	-2	4	1	-2	0.9	1	-9	0.1
CCCCOC(=O)CCNc1n[nH]c(=O)[nH]c1=O
    -11	7	-7	-4	1.1	-4	0.9	1	-13	2.7
COc1cc(OC)cc(C(=O)NCCN2C(=O)S/C(=C\c3cccs3)C2=O)c1
    6	2	-7	2	1.1	-1	1	1	5	1.3
Cc1cc2cc(CNC(=O)c3ccc(S(=O)(=O)N(C)C)cc3)ccc2n1C
    0	11	-7	-4	1.1	-3	0.9	1	-4	4.8
COC(=O)C(Cc1c[nH]c2ccccc12)NC(=O)CNC(C)=O (stereo not given)
    3	-4	1	0	1	0	1	1	-9	0.5
O=C(Oc1ccc(N2C(=O)CCC2=O)cc1)c1ccccc1
    7	6	4	-6	1	-3	0.9	1	-9	0.9
COc1cc(C(=O)NC(=S)Nc2ccc(Cl)c(C(=O)O)c2)cc(OC)c1OC
    6	5	-4	-12	1	-8	0.9	1.1	-14	3.1
Cc1cc2oc(C(=O)NCc3ccc(S(N)(=O)=O)cc3)c(C)c2cc1C
    -9	1	-6	2	1.1	-1	1	1	-3	2.0

Overlap with the part before: two entries, followed by the next part.
The line under a structure holds: APP 5UTR inh	bIAP inh	FLuc inh counter	L major viab	FLuc stim CS	TNAP inh hi DEA	bIAP activator	TNAP act hi DEA	TNAP inh no acc	RAM inhibit
COc1cc(C(=O)NC(=S)Nc2ccc(Cl)c(C(=O)O)c2)cc(OC)c1OC
    6	5	-4	-12	1	-8	0.9	1.1	-14	3.1
Cc1cc2oc(C(=O)NCc3ccc(S(N)(=O)=O)cc3)c(C)c2cc1C
    -9	1	-6	2	1.1	-1	1	1	-3	2.0
CCn1c(COc2ccc(OC)cc2)nc2ccccc21
    -15	5	26	2	0.7	-5	1	1.1	-4	1.6
COc1ccc(OC)c(NC(=O)c2cnc(Nc3ccccc3OC)c3ccccc23)c1
    16	5	-4	6	1	-4	0.9	1	-9	0.4
CCCCOC(=O)CSC(=S)N(C)Cc1cccs1
    0	11	9	-3	0.9	-4	0.9	1	12	1.2
COc1ccc(C(=O)NCCN2C(=O)S/C(=C\c3cccnc3)C2=O)c(OC)c1OC
    13	-8	-3	11	1	2	1.1	1	5	-0.3
CCCS(=O)(=O)c1c(S(=O)(=O)CCC)c2ccccn2c1C(=O)OC
    -7	5	4	-1	1	2	1	1	-3	2.7
Cc1ccc(CNC(=O)CS(=O)Cc2nc(-c3cccs3)oc2C)cc1 (stereo not given)
    6	-4	-10	-6	1.1	-6	1	1.1	-6	1.5
C/C(CCc1oc2ccccc2c1-c1ccc(C)o1)=N/O
    -3	16	0	1	1	-4	0.8	1	-6	1.3
Fc1ccccc1CSc1ncnc2c1oc1ccccc12
    -11	6	-6	-5	1.1	-2	0.9	1	-7	7.4
COc1ccc(NC(=O)CNS(=O)(=O)c2ccc3nc(C)sc3c2)c(OC)c1
    3	6	-4	-5	1	-1	0.9	1	-8	-0.2
CCc1ccc(NC(=O)N(Cc2ccco2)C(C)c2cccs2)cc1 (stereo not given)
    3	42	-2	70*	1	-3	0.6	1	-5	11*
O=C1CCCCCN1CP(=O)(O)CCc1ccccc1
    10	1	1	-2	1	-4	1	1	-6	1.6
O=C(c1cccc(-c2ccc(O)cc2)c1)N1CCN(c2ccc(F)cc2)CC1
    -12	14	-3	-10	1	-2	0.9	1	-6	3.4
O=C(NCc1ccco1)c1cccn2c(=O)c3c4c(sc3nc12)CCCC4
    5	1	-6	-1	1.1	-1	1	1	3	-0.3
O=C1c2ccccc2C(=O)N1CCCCSc1nnc2c(Cl)cc(Cl)cn12
    -6	-1	-10	-2	1.1	-6	1	1.1	-13	3.3
Cc1occc1-c1nnc(SCC(=O)N2CCOCC2)o1
    3	7	-6	1	1.1	-5	0.9	1	-18	2.4
CCOC(=O)/C=C/C(=O)OCC(=O)Nc1ccc(Cl)cc1Cl
    -3	-5	0	-2	1	0	1	1	-13	0.2
N/C(=N\OC(=O)c1cccc(Cl)c1)c1ccncc1
    -80	-14	39	-1	0.6	-2	1.1	1	-8	0.0
COC(C(=O)N/N=C(\C)CC(=O)Nc1ccc(Cl)cc1C)c1ccccc1 (stereo not given)
    -3	-1	-6	-5	1.1	-6	1	1.1	-10	2.1
CCCOc1ccc(N2C(=O)CC(N3CCN(CCN=CC4=C(O)CC(C)(C)CC4=O)CC3)C2=O)cc1 (stereo not given)
    -2	-16	-2	-5	1	0	1.2	1	-2	0.4
CCc1nc(SCc2ccccn2)c2c(=O)n(C)c(=O)n(C)c2n1
    -14	13	-11	7	1.1	-4	0.9	1	-9	1.7
O=[N+]([O-])c1cccc(-c2ccc(C(=S)N3CCN(c4ccc(F)cc4)CC3)o2)c1
    5	4	5	-7	0.9	9	1	0.9	3	2.5
CN(C)NC(=O)C12CCC(C)(C(=O)O1)C2(C)C (stereo not given)
    -35	-6	0	10	1	2	1.1	1	-3	3.1
COc1ccc(-c2cc3nc(-c4ccccc4)cc(N4CCC5(CC4)OCCO5)n3n2)cc1
    4	-7	-2	80*	1	-6	1.1	1.1	-13	6.3
Cc1cccc(NC(=O)c2sc3nc4c(c(-c5ccco5)c3c2N)CCC4)c1
    5	-2	-4	1	1	2	1	1	-3	3.7
Cc1cccc(Cn2nc(C)c(NC(=O)c3ccc(F)cc3)c2C)c1
    -7	-7	-5	0	1.1	-5	1.1	1.1	-14	-0.2
COc1cc(N2C(=O)CSC23C(=O)Nc2ccccc23)cc(OC)c1OC (stereo not given)
    -8	1	-6	-1	1.1	-4	1	1	-9	0.9
CCC(C(=O)NC1CCCC1)N(Cc1ccc2c(c1)OCO2)C(=O)c1snc(C(N)=O)c1N (stereo not given)
    -3	-2	-6	6	1.1	1	1	1	6	-0.1
O=[N+]([O-])c1ccc(NC2CCN(Cc3ccccc3)CC2)c([N+](=O)[O-])c1
    -3	12	-6	22	1.1	4	0.9	1	7	2.5
COc1ccc(-n2c(SC)nc(O)c(Cc3ccccc3)c2=O)cc1
    -4	7	-6	-3	1.1	-2	0.9	1	-18	1.6
O=C(CONS(=O)(=O)c1ccc(Cl)cc1)NCCNc1ncc(C(F)(F)F)cc1Cl
    -6	1	-4	1	1	-2	1	1	-7	6.7
